Tb PGK inh = qHTS Assay to Find Inhibitors of Phosphoglycerate Kinase. Phosphoglycerate kinase, glycosomal (Trypanosoma brucei brucei), P07378. PGK/GAPDH coupled, Kinase-Glo luminescence, 60 min. Potency, µM (highest dose often 57.5 µM), for the others: at the highest dose activity change, negative = inhibition, actives largely listed as inhibitors. 380,000 tested, 0.043% active. AID 602233, 2012; note: potency is the fitted concentration of half-maximal effect; % is set by controls: 0 for no effect and ±100 for the full control effect; nearly all actives have a fitted effect of over 60% in size
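Recombinant glycosomal PGK reaction used 1,3-bisphosphoglycerate generated in-well by GAPDH (100nM final) in 100mM TEA pH 7.6, 5mM MgCl2, 0.01% Tween-20. After 60 minutes at room temperature, ATP was read by Kinase-Glo Plus luminescence end-point.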
ERG Ets-DNA blk = qHTS for Small Molecule Inhibitors of the ERG Ets/DNA interaction. Potency, µM (titrated, usually from 76.9 µM), inactives show at the highest dose FP activity, negative = inhibition, most hits filed as inhibitors. AID 624246, 2012. 370,000 tested, 0.028% active. fluorescence polarization, His-ERG Ets domain / labelled DNA. Transcriptional regulator ERG (Homo sapiens), P11308; active = well fitted inhibition curve with a large enough effect in the polarisation, with a control signal flat; inconclusive = small, poorly fitted or top-dose-only effect, or effect the other way, or a change in a side signal; inactive = no such curve, though single readings can be large or run the other way; the % refers to the polarisation;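 note: polarization taken with two DNA probes labelled with fluorescein and Texas red; potency is the fitted concentration of half-maximal effect; % of control where 0% means no effect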
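His-tagged ERG Ets domain (1 uM in the protein solution; 300mM KCl, 50mM Tris-HCl, 1mM EDTA, 1mM DTT, pH 7.5) received compound, then a probe mix of 5 nM fluorescein-DNA and 100nM Texas-615-DNA. Fluorescence polarization was read for both dyes.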
JMJD2A Tudor inh = qHTS Assay for Inhibitors of JMJD2A-Tudor Domain. Potency, µM (series often up to 114 µM), inactives show top-dose activity change, negative = inhibition, usual class: inhibitors. AlphaScreen JMJD2A-Tudor / H3K4me3 peptide binding. 390,000 tested, 4.4% active. Lysine-specific demethylase 4A (Homo sapiens), O75164. AID 504339, 2011; note: potency is the fitted concentration of half-maximal effect; % is set by controls: 0 for no effect and ±100 for the full control effect; nearly all actives have a fitted effect of over 50% in size
GLS inhibitor = qHTS for Inhibitors of Glutaminase (GLS); GLS enzymatic activity, qHTS titration; 410,000 tested, 0.21% active; Potency, µM (highest dose often 45.5 µM), inactives show at the top dose activity change, negative = inhibition, actives largely listed as inhibitors; Glutaminase kidney isoform, mitochondrial (Homo sapiens), O94925; AID 624170, 2012; note: potency is the fitted concentration of half-maximal effect; % is set by controls: 0 for no effect and ±100 for the full control effect
Target sequence (O94925 whole entry, looked up, canonical isoform): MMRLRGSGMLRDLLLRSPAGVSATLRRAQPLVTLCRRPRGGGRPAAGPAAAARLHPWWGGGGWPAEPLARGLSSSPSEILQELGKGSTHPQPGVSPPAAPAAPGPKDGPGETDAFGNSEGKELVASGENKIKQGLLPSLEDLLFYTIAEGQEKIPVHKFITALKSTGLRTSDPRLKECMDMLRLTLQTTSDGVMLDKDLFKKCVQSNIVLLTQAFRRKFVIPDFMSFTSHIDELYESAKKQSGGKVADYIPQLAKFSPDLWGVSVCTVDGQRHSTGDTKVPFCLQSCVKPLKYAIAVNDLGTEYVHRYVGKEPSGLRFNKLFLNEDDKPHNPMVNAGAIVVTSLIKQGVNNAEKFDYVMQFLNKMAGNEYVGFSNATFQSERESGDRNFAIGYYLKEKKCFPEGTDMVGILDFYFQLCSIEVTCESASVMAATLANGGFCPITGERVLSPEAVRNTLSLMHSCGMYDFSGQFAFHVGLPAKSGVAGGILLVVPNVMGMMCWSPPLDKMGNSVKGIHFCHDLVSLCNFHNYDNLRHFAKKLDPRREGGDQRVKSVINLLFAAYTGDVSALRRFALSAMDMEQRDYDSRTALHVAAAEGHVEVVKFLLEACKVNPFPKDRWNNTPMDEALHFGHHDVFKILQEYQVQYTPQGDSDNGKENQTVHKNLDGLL
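Compounds were pin-transferred onto hKGA, after which L-glutamine (1 mM solution) and a detection mix of glutamate oxidase, HRP and Amplex Red were added. Initial and 30 min RT fluorescence reads were collected.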
G9a block = qHTS Assay for Inhibitors of Histone Lysine Methyltransferase G9a | Histone-lysine N-methyltransferase EHMT2 (Homo sapiens), Q96KQ7 | G9a H3K9 monomethylation, AlphaScreen, 2 h | Potency, µM (series often up to 102 µM), for inactives: at the top dose activity, negative = inhibition, actives largely listed as inhibitors | 350,000 tested, 8.8% active; note: potency is the fitted concentration of half-maximal effect; % is set by controls: 0 for no effect and ±100 for the full control effect; nearly all actives have a fitted effect of over 75% in size
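Chemiluminescent proximity detection of H3K9 monomethylation, read after 10 min bead incubation in the dark. Reaction: 20 nM G9a, 500 nM biotin-H3K9 peptide, 20 uM SAM cofactor, 2 h, room temperature, following 15 min enzyme-compound preincubation.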
HP1b chromo inh = HTS for Inhibitors of HP1-beta Chromodomain Interactions with Methylated Histone Tails | Chromobox protein homolog 1 (Homo sapiens), P83916 | AlphaScreen HP1-beta / biotin-H3K9me3 peptide binding | Potency, µM (top dose mostly 114 µM), for inactives: at the top dose activity change, negative = inhibition, hits mostly inhibitors | 390,000 tested, 0.56% active | AID 540317, 2011; note: potency is the fitted concentration of half-maximal effect; nearly all actives have a fitted effect of over 70% in size; inactives centre near 23
Target sequence (P83916 whole entry, looked up): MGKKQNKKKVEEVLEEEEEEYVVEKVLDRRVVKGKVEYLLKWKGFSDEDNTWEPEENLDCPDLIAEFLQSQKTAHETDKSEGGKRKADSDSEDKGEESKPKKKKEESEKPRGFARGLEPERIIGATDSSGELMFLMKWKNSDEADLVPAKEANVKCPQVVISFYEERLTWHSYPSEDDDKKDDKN
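HP1-beta protein (50 nM final) preincubated 30 min at room temperature with biotinylated H3(1-18)K9me3 peptide (50 nM) in PBS pH 7.4, 0.01% Tween-20, then compound added for 30 min. AlphaScreen streptavidin donor/nickel chelate acceptor beads (10 ug/mL final), 30 min dark, luminescence read.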
PI4K2A block = qHTS for small molecular inhibitors of PI4K2A; purified PI4K2A, ADP-Glo luminescence, 1 h; stronger effect = lower value; Phosphatidylinositol 4-kinase type 2-alpha (Homo sapiens), Q9BTU6; AID 1346378, 2018; activity change, negative = inhibition, % at 76.9 µM; 420,000 tested, 0.13% active; in the data active = activity change below about -50%; inconclusive = mostly about -30% to -49%;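 note: -100% = wells without enzyme as full effect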
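In this quantitative HTS, ADP production by PI4K2A was quantified luminescently after 1 h at ambient temperature; 100 microM adenosine served as plate-quality control.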
Pin1 inhibitor = qHTS Assay to Find Inhibitors of Pin1; Potency, µM (highest dose often 115 µM), without a hit: at the highest dose activity, negative = inhibition, most hits filed as inhibitors; AID 504891, 2011; Pin1 FP peptide displacement, HiFluor488, 10 min; 390,000 tested, 0.009% active; active = well fitted inhibition curve with a large enough effect in the polarisation, with a control signal flat, not every such curve was filed as active; inconclusive = small, poorly fitted or top-dose-only effect, or effect the other way, or a change in a side signal; inactive = no such curve, though single readings can be large or run the other way; the % refers to the polarisation; note: potency is the fitted concentration of half-maximal effect; % is set by controls: 0 for no effect and ±100 for the full control effect
Target sequence (Q13526 whole entry, looked up): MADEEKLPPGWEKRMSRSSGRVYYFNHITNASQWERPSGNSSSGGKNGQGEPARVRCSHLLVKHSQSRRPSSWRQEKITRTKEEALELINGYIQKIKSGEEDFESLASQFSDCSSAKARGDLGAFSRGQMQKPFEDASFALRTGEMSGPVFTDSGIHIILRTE
BAZ2B inh = qHTS Assay for Inhibitors of BAZ2B. Potency, µM (series often up to 114 µM), inactives show at the top dose activity change, negative = inhibition, hits mostly inhibitors. 360,000 tested, 4.4% active. Bromodomain adjacent to zinc finger domain protein 2B (Homo sapiens), Q9UIF8. AlphaScreen BAZ2B-H3K14Ac peptide displacement. AID 504333, 2011; note: potency is the fitted concentration of half-maximal effect; % is set by controls: 0 for no effect and ±100 for the full control effect; nearly all actives have a fitted effect of over 60% in size
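BAZ2B 50 nM plus b-H3(5-23)K14Ac 50 nM, PBS pH 7.4/0.01% Tween-20, 30 min RT; compound added (max 110 uM), 30 min RT; streptavidin donor/Ni-chelate acceptor beads 10 ug/mL final, 20 min dark; AlphaScreen read.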
The depositor's hits bear a star; i = inactive; ? = inconclusive; · = no result given; & = joins results of further samples; [ ] = dose if it differs, or a comment. Unless noted, calls come from the whole dose curve; as a rule, active = well fitted curve in the direction sought with a large enough effect; inconclusive = small, poorly fitted or top-dose-only effect, or another doubt; inactive = no such curve, though single readings can be large; an effect the other way counts as inactive or inconclusive.

Structure,JMJD2A Tudor inh,BAZ2B inh,G9a block,ERG Ets-DNA blk,PI4K2A block,HP1b chromo inh,GLS inhibitor,Tb PGK inh,Pin1 inhibitor
CCc1cc2c(N[C@@H](Cc3c[nH]c4ccccc34)C(=O)O)ncnc2s1,-19%,-14%,-13%[59 µM],-2%,-2,16%,14%,-7%,-2%
Cc1n[nH]c(C)c1S(=O)(=O)N1CCN(C2CCCCC2)CC1,-4%,41%[activator],-23%[12.7 µM],6%,-1,18%,2%,-3%,5%
C[C@H](CO)N1C[C@H](C)[C@@H](CN(C)Cc2ccncc2)Oc2c(NC(=O)Cc3ccccc3)cccc2C1=O,-18%,·,·,7%,-4,40%[activator],5%,-5%,-18%
N#C/C(=C\c1cc(Br)c(O)c(Br)c1)c1nc2ccccc2c(=O)[nH]1,?,?,3%[59 µM],14%,?,-18%,-9%,1%,?
CCCC1C(C(=O)OCC)=C(C)NC(C)=C1C(=O)OCC,-2%,5%,20%,10%,-4,50%[activator],16%,i,-10%
COc1ccc(C2/C=C\CN(Cc3ccc(N(C)C)cc3)CC(=O)N2Cc2ccc(F)cc2)cc1 (stereo unspecified),25µM*,32µM*,?,2%,-2,?,14%,9%,?
COC(=O)NCCOc1nc(N(C)C)nc(N(C)C)n1,-5%,7%,-13%[59 µM],-4%,0,29%,5%,-1%,-1%
O=C(/C=C/c1cccs1)N1CCC2(CC1)Oc1ccc(Cl)cc1C(=O)C21CC(c2cccnc2)=NO1 (stereo unspecified),-23%,-12%,10%[12.7 µM],-2%,5,17%,0%,-1%,-4%
Cc1cccc(C(=O)Nc2nnc(S(=O)(=O)N3CCOCC3)s2)c1,-19%,?,-22%,-13%&-4%,3&2,25%&3%,-14%&-11%,-2%,-13%&36%
CCCCNC(=O)c1nn2c(C(F)(F)F)cc(-c3ccccc3)nc2c1Br,-7%,7%,-7%[59 µM],-10%,-11,31%,12%,-6%,1%
O=C(c1cc2c(Cl)nc3ccccc3c2s1)N1CCCCC1,5%,7%,10%[59 µM],2%,-3,52%[activator],1%,-8%,-2%
Cc1ccc(CSCCC(=O)NCCc2ccc(Cl)cc2)cc1,9%,-3%,27%[59 µM],1%,-2,18%,3%,-1%,-7%
COc1ccc(NC(=O)C(NC(=O)Cc2cccs2)c2ccc(C)cc2)cc1 (stereo unspecified),-5%,-1%,19%,13%,-2,32%,1%,-9%,-4%
CN1CCN(C(=O)c2ccc3c(c2)N(Cc2ccc(C(F)(F)F)cc2)C(=O)c2ccccc2S3)CC1,-36%,·,?,-4%,-3,4%,-17%,0%,?
Cc1cc(OC2CCCCC2)nc(-c2ccccc2O)n1,86%[activator],118%[activator],140%[activator],4%,-1,169%[activator],-1%,-11%,-5%
O=C1C(c2ccccc2)c2ccccc2N1Cc1ccccc1 (stereo unspecified),34%,·,·,-8%,-17,65%[activator],-5%,-13%,-4%
Cc1ccc(NC2=CC(=O)CC(C)(C)C2)cc1Cl,-10%,4%,-2%,-7%,0,41%[activator],10%,8%,4%
Cc1cc(NC(=O)COc2ccc(Cl)cc2Cl)n(-c2ccccc2)n1,0%,2%,·,-10%,2,33%,-10%,-3%,-1%
CN(Cc1ccccc1)S(=O)(=O)c1ccc(Cl)c(C(=O)N2CCC2)c1,1%,-3%,11%[59 µM],·,-4,35%,11%,0%,4%
CN(C)S(=O)(=O)c1cccc(NC(=S)N(CCC#N)Cc2cccnc2)c1,-13%,·,-9%,-3%,7,28%,4%,-9%,1%
O=C(NCCc1ccc(Cl)cc1)C1CCN(c2ncccn2)CC1,-7%,-22%,?,15%,-1,-3%,4%,i,9%
FC(F)Sc1ccc(Nc2ncnc3nc[nH]c23)cc1,-22%,5%,?,0%,-2,15%,-9%,-5%,5%
N#CC1=C(N)Oc2c(oc(CO)cc2=O)C12C(=O)Nc1ccc(Cl)cc12 (stereo unspecified),-10%,4%,-31%,-4%,5,15%,13%,-6%,9%
CCn1c(C2CCN(Cc3ccccc3)CC2)n[nH]c1=S,3.5µM*,7%,-51%,3%,-5,32%,0%,-7%,-9%
Cc1nc2c3ccccc3nc(NNC(=O)CCC(=O)N3CCCC(C)C3)n2n1 (stereo unspecified),-7%,-4%,?,1%,5,8%[57 µM],15%,i,-8%
Cc1ccc(S(=O)(=O)NNC(=O)Nc2cccc3ccccc23)cc1,-3%,-6%,8%,2%,-3,36%,23%,3%,-6%
O=c1[nH]c(Nc2ccccc2)cc2cc(Br)ccc12,-28%,·,·,9%,?,11%,8%,-7%,10%
CC1CCN(C(=O)COC(=O)CNC(=O)c2ccccc2F)CC1,-2%,11%,-10%,7%,4,43%[activator],2%,-8%,1%
Cc1ccc(S(=O)(=O)c2nnn3c2nc(N2CCCC2)c2sccc23)cc1C,-8%,-16%,-4%[59 µM],1%,2,16%,7%,1%,10%
O=C(CCN1CCCCC1)c1ccccc1,-11%,29%,?,-2%,-2,30%,-2%,-3%,-1%
COCCN1CCN(Cc2ccc(C(=O)NC(C)C)cc2)C(=O)C1=O,9%,-6%,5%[12.7 µM],1%,6,37%,-8%,i,-13%
CC(Sc1nc2ncc(Cl)cc2[nH]1)C(=O)NC1(C#N)CCCCC1 (stereo unspecified),-14%,-7%,-7%[12.7 µM],2%,-5,33%,-1%,i,2%
CCc1ccc(-c2nn[nH]n2)cc1,-1%,?,2%[59 µM],-18%,0,27%,-15%,-4%,-2%
c1ccc2c(c1)ncn2CCOCCOCCn1cnc2ccccc21,-18%,71µM*,?,1%,-3,25%,22%,8%,3%
CCCCN(C)CCCN1C(=O)C2C(C(=O)Nc3cccc(OC)c3)C3C=CC2(O3)C1C(=O)NC1CCCCC1C (stereo unspecified),-3%,3%,?,-3%,2,9%,-1%,6%,-12%
CCN(C(=O)Cn1nc(Cc2ccncc2)c2ccccc2c1=O)c1ccc(OC)cc1,-8%,-13%,1%[59 µM],1%,-9,63%[activator],-11%,-7%,-5%
Cc1cc(=O)[nH]c(N/N=C/c2ccc(N(C)C)cc2)n1,25µM*,-19%,-1%,5%,5,-8%,27%,-5%,2%
COc1ccc(S(=O)(=O)NCc2ccncc2)cc1NC(=O)c1ccc(Cl)cc1,-19%,-3%,-22%,2%,-6,4%,-4%,-9%,3%
COc1ccccc1NC(=O)c1cc(-c2cc(OC)c(OC)c(OC)c2)nc2ccccc12,-27%,-39%,-44%,2%,-18,9%,-1%,-8%,1%
Oc1ccc(-c2csc(Nc3ccccn3)n2)c(O)c1,-26%,-12%,45µM*,-13%,-2,14%,5%,3%,0%
O=C(CC(C(=O)NCc1ccccc1)c1nc2ccccc2c(=O)[nH]1)NCc1ccccc1 (stereo unspecified),-13%,-15%,-40%,-2%,-5,16%,0%,-4%,16%
CN(C(=O)CSc1ccc2c(c1)OCCO2)c1ccccc1,-7%,·,·,4%,5,51%[activator],-9%,0%,10%
Cc1cc(C)c(S(=O)(=O)Nc2ccc(Cl)cn2)c(C)c1,-6%,-24%,-14%,-2%,1,18%,0%,-4%,-1%
CC(=O)NC(Cc1ccccc1)C(=O)NC1CCN(C(=O)c2ccc([N+](=O)[O-])cc2)CC1 (stereo unspecified),-34%,10%,21%,?,-2,11%,-3%,4%,-1%
CC1CCc2nn(CC(=O)Nc3ccccc3Cl)cc2C1 (stereo unspecified),4%,-2%,6%[59 µM],0%,1,28%,-12%,1%,4%
COc1cccc(N(CC(=O)Nc2ccc3c(c2)OCO3)S(=O)(=O)c2ccccc2)c1,-14%,-37%,?,-1%,-4,16%,0%,4%,?
COc1ccccc1OCC(O)CN1CCOCC1 (stereo unspecified),5%,-20%,16%[59 µM],-3%,1,53%[activator],-2%,1%,0%
Cc1nc2ccc(S(=O)(=O)NC(C(=O)N3CCn4c3nc3ccccc34)C(C)C)cc2s1 (stereo unspecified),-17%,5%,0%,5%,2,30%,-3%,-1%,0%
COc1ccccc1C(=O)Nc1sc(C(=O)N2CCCC2)c(C)c1C#N,-11%,-14%,?,3%,5,40%[activator],0%,2%,-6%
Cc1noc(/C=C/c2ccco2)c1S(=O)(=O)N1CCC(C(=O)N(C)Cc2ccccc2)CC1,-22%,-29%,?,2%,-16,-15%,0%,i,36%[activator]
